Assay outcomes as filed in PubChem BioAssay.
HMGR II inh: inhibitors of class II HMG-CoA reductase from Enterococcus faecalis; purified E. faecalis HMGR, NADPH absorbance 340 nm kinetic; inhibition, % at 10 µM; 190,000 tested, 0.41% active;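 active means inhibition above a set limit, the median over all tested compounds plus 3 SD, cut at about 9.5% in these data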;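 further: enzyme runs in reverse so mevalonate oxidation gives rising NADPH absorbance; 0% = complete reaction with DMSO and 100% = background rate lacking mevalonate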
DTT redox prof: compounds producing H2O2 with reducing agent – biochemical, NIH compound library profiling, artefact control for MLSCN library redox annotation, primary screen; DTT-dependent redox cycling H2O2, phenol red/HRP absorbance; 100% = 100 µM peroxide control, 0% = buffer; activation, % at 10 µM; 200,000 tested, 0.03% active; AID 878;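 active means activation of at least 50% relative to the plate's high and low controls in the primary single-dose screen; inactive means activation below 50%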;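 further: compound incubated with DTT at 0.8 mM final as the reducing agent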
FLuc stim CS: affects firefly luciferase, flagging false hits in luciferase stimulation screens; ATPlite luciferase biochemical, luminescence, 10 min; 0 = ATP-free wells, 1 = DMSO control; P08659; 200,000 tested, under 10 active; activation factor at 10 µM; AID 1027;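 active means luciferase activation factor, scaled between plate controls, of at least 2 with compound at 10 µM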
Target sequence (P08659 whole entry, looked up): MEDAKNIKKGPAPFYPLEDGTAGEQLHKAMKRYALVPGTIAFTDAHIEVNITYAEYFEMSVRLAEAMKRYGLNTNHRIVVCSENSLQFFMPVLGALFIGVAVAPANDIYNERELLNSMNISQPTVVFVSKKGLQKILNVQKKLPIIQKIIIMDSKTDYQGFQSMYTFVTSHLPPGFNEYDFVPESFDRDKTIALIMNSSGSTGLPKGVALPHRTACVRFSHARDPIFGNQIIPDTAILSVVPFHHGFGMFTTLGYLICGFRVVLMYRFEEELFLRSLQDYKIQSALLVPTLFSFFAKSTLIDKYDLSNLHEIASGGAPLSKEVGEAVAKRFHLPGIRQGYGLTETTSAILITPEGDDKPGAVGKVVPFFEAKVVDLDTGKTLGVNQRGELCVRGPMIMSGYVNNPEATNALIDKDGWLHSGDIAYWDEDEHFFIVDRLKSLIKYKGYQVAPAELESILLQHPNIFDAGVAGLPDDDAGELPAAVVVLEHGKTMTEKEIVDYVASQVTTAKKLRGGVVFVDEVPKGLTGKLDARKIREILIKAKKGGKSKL
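Assay system – cell-free luciferase reagent · Medium – PBS-based ATP solution · Dosing – test compounds dosed from 2 mM stocks in 100% DMSO · Timing – 10 min, room temperature · Technique – light output (luminescence) · Measure – luminescence gain marking luciferase activators · Controls – No-ATP low control, compound-free enzyme-plus-ATP high control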
STAT1 act: activators of IFN-gamma induced STAT1 signaling; NIH 3T3 STAT1-luciferase reporter, luminescence; 100% = IFN-gamma alone, no compound; activation (% of control), % at 5.5 µM; 200,000 tested, 2.6% active; AID 932;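 active means activation above the screen-wide mean activation plus 3 SD, cut at about 130% in these data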;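 further: raw ratio to IFN-gamma control signal so 100% means no change and 0% no light; values of inactives mirror those of a sister screen read the other way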
NF-kB neuron act: raises NF-kB expression in human neuronal cells; NF-kB reporter expression; active compounds read high; fold change at 12.5 µM; 190,000 tested, 1.6% active; in the data active means fold change above about 3.3
APP 5'UTR act: activates APP 5'UTR luciferase reporter | SH-SY5Y APP 5'UTR luciferase reporter, luminescence; zero percent = DMSO vehicle wells | activation, % at 2 µM | 190,000 tested, 1% active;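 active means activation above a set limit, based on mean plus 3 SD of controls, cut at about 140% in these data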; further: values of inactives mirror those of a sister screen read the other way
Hsp70 activator: switches on Hsp70 transcription; HeLa Hsp70 promoter luciferase reporter, luminescence; scaled: vehicle 0, proteasome-inhibitor control 100%; activation, % at 10 µM; 200,000 tested, 0.04% active; AID 1203;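 active means activation above the mean across all tested compounds plus 3 SD, cutoff set per campaign, cut at about 5.5% in these data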;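 further: 100% = MG132 at 30 µM as the positive control and 0% = DMSO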
G6PDH counter: inhibits Leuconostoc G6PDH, flagging false hits in G6PDH-based assays. AID 1020. 200,000 tested, 0.12% active. Purified L. mesenteroides G6PDH, diaphorase/resazurin coupled fluorescence, 45 min. inhibition, % at 5 µM; in the data active means inhibition above about 50%
APP transl inh: APP translation inhibition | 190,000 tested, 0.82% active | inhibition, % at 2 µM | SH-SY5Y APP 5'UTR-luciferase reporter, luminescence | AID 1285;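 active means inhibition above a set limit, derived from the sample mean plus 3 SD, cut at about 45% in these data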; further: values of inactives mirror those of a sister screen read the other way
FLuc inhib CS: inhibits firefly luciferase, flagging false hits in luciferase inhibition screens | ATPLite firefly luciferase biochemical luminescence, 10 min | inhibition, % at 10 µM | 200,000 tested, 1.5% active | AID 1006;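 active means inhibition above about 50% when tested at 10 µM, limit read from the data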
* hit, by the source's call; . = no result given.

SMILES	HMGR II inh	DTT redox prof	FLuc stim CS	STAT1 act	NF-kB neuron act	APP 5'UTR act	Hsp70 activator	G6PDH counter	APP transl inh	FLuc inhib CS
COc1ccccc1OC(=O)c1ccc(S(=O)(=O)N(C)C)cc1	2	0.1	1.1	105	1.1	-8	0.1	8	8	-5
COc1ccccc1N(CC(=O)NCc1ccccc1)S(C)(=O)=O	.	2.6	1	96	1	-12	-0.1	-5	12	-4
Cc1ccc(CCNC(=O)C23CN(Cc4ccccc4)CC2C(c2cccc([N+](=O)[O-])c2)=NO3)cc1 (stereo unspecified)	-1	-3.7	1	101	0.83	-4	-0.2	16	4	0
O=C(C1CCCO1)N1CCN(C(=S)Nc2cccc(Cl)c2)CC1 (stereo unspecified)	7	0.0	1	99	0.97	.	-0.3	7	.	-1
CC(C)(C)NC(=O)NC(=O)CN1CCN(c2ccccc2)CC1	-4	-1.7	1	95	1.4	-8	-0.1	4	8	-3
CCCN=C(N)/C(C(=O)OCC)=C(\O)c1ccc(OC)cc1	2	-5.8	1	95	1.4	23	-0.1	15	-22	-2
Cc1ccc(-n2ncc3c(NCc4ccccn4)ncnc32)c(C)c1	-1	1.0	1.1	100	1.2	12	1.9	6	-12	-8
COc1cc(NCCCC(C)N)c2ncccc2c1 (stereo unspecified)	-5	-2.0	.	103	0.57	-3	-0.1	.	3	.
COC(=O)c1sc(NC(C)=O)c(C(=O)OC)c1C	0	-1.9	1.1	102	1.1	13	-0.8	6	-13	-6
O=C(Nc1ccc(F)cc1F)C1(c2cccs2)CCOCC1	-4	-1.4	1	91	1.1	-12	-0.2	-2	12	-4
Cc1cc(NC(=O)c2cc(-c3ccco3)on2)n(-c2ccccc2)n1	1	0.0	1.1	96	0.99	11	-0.3	2	-11	-7
COc1ccc2[nH]c3c(NCCCN4CCCC4=O)ncnc3c2c1	-5	1.7	1	108	1.3	13	-0.3	-1	-13	-1
COc1ccc(N(C)C(=O)c2ccc3c(c2)nnn3C)cc1	1	0.0	1.1	98	1	0	-0.4	-2	0	-7
N#Cc1c(N2CCN(c3ccc(F)cc3)CC2)nc(N)c2c(N)nc3c(c12)CC(=O)N3C1CC1	-4	-1.4	1	112	0.98	-14	0.1	22	14	0
Cc1cc(NC(=O)c2cc(-c3ccco3)on2)nn1Cc1ccc(Cl)cc1	-7	3.1	1	101	1.2	-15	-0.1	4	15	0
Cc1onc(-c2ccccc2)c1C(=O)N1CCN(CCc2ccccc2)CC1	0	3.7	1.1	100	0.93	-9	-0.4	8	9	-5
Cn1c(=O)c2c(nc(N3CCN(C(=O)c4ccco4)CC3)n2CCSc2ncccn2)n(C)c1=O	-1	0.4	1	92	0.79	19	-0.1	5	-19	-1
CCCN1CNc2c(c(=O)[nH]c(=S)n2-c2ccccc2Cl)C1	-4	-1.3	1	98	1	-8	-0.1	17	8	1
Cc1c(/C=N\NC(=O)c2cccc(F)c2)cnn1C	2	-0.8	1	114	1.1	-10	0.1	2	10	3
COc1ccc(CCNC(=O)c2nonc2N)cc1OC	-4	0.6	1.1	103	1.4	22	-0.2	9	-22	-8
C1=CC2CCC1ON2c1ccccc1 (stereo unspecified)	-1	0.2	1	95	1	3	-0.4	0	-3	-5
CC1=C(C(=O)Nc2ccccc2)C(c2ccc(O)cc2)N2C(=O)CSC2=N1 (stereo unspecified)	2	-1.2	1.1	110	1.1	-24	0.0	-6	24	-9
CS(=O)(=O)N1CCC(C(=O)NCc2ccc(Cl)cc2Cl)CC1	1	-0.5	1.1	101	0.93	11	-0.2	-2	-11	-7
CCN1CCCC1CN(Cc1cc2ccc(C)cc2[nH]c1=O)C(=S)Nc1ccccc1C(=O)OC (stereo unspecified)	-5	-1.3	1	110	0.47	-2	-0.2	18	2	-2
CC(=O)c1c(C)[n+]([O-])c2ccc3c(non3O)c12	2	-3.4	1.1	100	1.1	5	0.2	5	-5	-5

Whole records from above:
Profile of `CS(=O)(=O)N1CCC(C(=O)NCc2ccc(Cl)cc2Cl)CC1` : HMGR II inh = 1; DTT redox prof = -0.5; FLuc stim CS = 1.1; STAT1 act = 101; NF-kB neuron act = 0.93; APP 5'UTR act = 11; Hsp70 activator = -0.2; G6PDH counter = -2; APP transl inh = -11; FLuc inhib CS = -7
Profile of `COc1ccccc1OC(=O)c1ccc(S(=O)(=O)N(C)C)cc1` : HMGR II inh = 2; DTT redox prof = 0.1; FLuc stim CS = 1.1; STAT1 act = 105; NF-kB neuron act = 1.1; APP 5'UTR act = -8; Hsp70 activator = 0.1; G6PDH counter = 8; APP transl inh = 8; FLuc inhib CS = -5

Continued.
SMILES	HMGR II inh	DTT redox prof	FLuc stim CS	STAT1 act	NF-kB neuron act	APP 5'UTR act	Hsp70 activator	G6PDH counter	APP transl inh	FLuc inhib CS
Fc1ccccc1-c1nc(NCCCN2CCOCC2)c2ccccc2n1	-1	0.0	1.1	96	0.79	-5	-0.5	0	5	-8
Cc1ccc(S(=O)(=O)c2ccc(Cl)cc2)cc1S(=O)(=O)N1CCN(C)CC1	-1	0.0	1	95	0.99	-8	-0.2	4	8	-4
Cc1nnc2n(C3CCCCC3)c(=O)c3c4c(sc3n12)CCC4	6	-4.0	1.1	104	1.1	0	0.1	1	0	-8
COCc1nnc(NC(=O)CS(=O)(=O)Cc2ccccc2)s1	-9	0.8	1	96	1	-14	-0.4	1	14	0
O=C(NCc1ccco1)C1CCN(Cc2ccc(F)cc2)CC1	1	0.1	1	104	0.94	11	1.3	0	-11	-3
Cc1ccc(CNC(=O)CC2C(=O)Nc3c2c(=O)n(C)c(=O)n3Cc2ccccc2)cc1 (stereo unspecified)	-2	2.5	1.1	95	0.95	7	-0.3	8	-7	-6
O=C(CCCCl)Oc1ccc2cc(-c3ccc4ccccc4n3)c(=O)oc2c1	-1	0.1	1	115	1.2	36	-0.4	4	-36	-2
O=[N+]([O-])c1ccc(N=Cc2sc3ccccc3c2O)cc1	2	2.0	0.9	102	1.1	24	-0.3	-2	-24	13
CCS(=O)(=O)c1ccc(O)c(NC(=O)COc2ccc(Br)cc2)c1	-12	-1.1	0.9	92	1.1	-3	-0.3	8	3	11
O=C1NC(=O)/C(=C\c2ccc(Oc3ccc([N+](=O)[O-])cn3)cc2)S1	1	-0.2	1	120	1.1	-5	0.0	-13	5	-1
COC(=O)c1ccccc1NC(=O)C(C)Oc1ccccc1 (stereo unspecified)	-5	-2.9	1	95	0.97	-10	-0.3	9	10	-5
C=CCOc1c(Br)cc(CNn2cn[nH]c2=S)cc1OC	6	0.0	1	104	1.2	-2	-0.2	8	2	4
Fc1cccc(Cl)c1Cn1nnc2c(N3CCC4(CC3)OCCO4)ncnc21	-1	0.1	1.1	104	1.1	-2	-0.2	24	2	-5
CCOc1cccc(C(=O)N(Cc2ccc(F)cc2)C2CCS(=O)(=O)C2)c1 (stereo unspecified)	-8	3.3	1	100	1.4	-4	-0.1	-15	4	-4
O=C1NC(=Nc2ccc(Cl)cc2)/C(=C/c2ccco2)S1	-8	0.1	1.1	102	1.1	0	0.2	-2	0	-7
CCc1ccccc1NC(=O)c1cc(-c2cccc(O)c2)on1	0	-0.1	1	107	1.2	-9	-0.1	1	9	0
CCCc1nc2sc(C(=O)OCC)c(N)c2c2c1COC(C)(C)C2	-2	0.1	1	104	1.3	3	-0.4	4	-3	-2
COc1cnc(-c2ccccc2)nc1Oc1ccc(Cl)cc1C	1	-2.1	1	100	1.1	-19	0.1	6	19	-1
COc1cc(/C=N/N=C2/NC(=O)C(Cc3ccccc3)S2)ccc1O (stereo unspecified)	-4	3.8	0.5	109	1.4	22	-0.1	5	-22	48
O=C(c1cccc([N+](=O)[O-])c1)N1CCN(Cc2ccc3c(c2)OCO3)CC1	-8	0.4	0.9	101	1	-5	-0.2	1	5	5
CCOC(=O)C(=O)/C(=C\N(C)C)c1onc(-c2ccccc2)c1C(=O)OC	4	-1.4	1	104	1	4	-0.1	4	-4	2
NS(=O)(=O)c1ccc(CCNC(=O)NC23CC4CC(CC(C4)C2)C3)cc1	2	-1.0	1	102	0.98	3	-0.1	3	-3	-2
Cc1ccc(N2C(=O)c3ccccc3C2Nc2cccnc2)nc1 (stereo unspecified)	-11	-0.2	1	102	1.4	10	-0.1	-8	-10	-2
O=C1CS/C(=N/N=C/c2cccs2)N1	-1	-1.5	0.9	104	1.1	-16	0.0	8	16	11
O=C(Nc1nccs1)c1cn(-c2ccccc2)nc1-c1ccncc1	-2	0.2	1	91	0.66	-8	0.5	6	8	-1
SMILES	HMGR II inh	DTT redox prof	FLuc stim CS	STAT1 act	NF-kB neuron act	APP 5'UTR act	Hsp70 activator	G6PDH counter	APP transl inh	FLuc inhib CS
CCN1C(=O)c2ccccc2Sc2ccc(C(=O)NCCN3CCOCC3)cc21	2	-0.4	1.1	103	1.2	18	-0.2	12	-18	-11
Cc1ccccc1OCC(=O)Nc1ccc(NC(=O)c2ccco2)cc1	-9	-0.6	1.1	104	1.1	14	-0.3	10	-14	-8
CSc1ccc2[nH]c(=O)cc(C)c2c1	1	2.5	1	100	1.3	-12	-0.3	5	12	-1
COc1ccc(Cl)cc1C(=O)NNC(=O)CN1C(=O)C2CC=CCC2C1=O (stereo unspecified)	1	0.0	1.1	99	1.1	5	-0.3	4	-5	-6
Cc1ccc(SCCNC(=O)C(C)C)cc1	1	-3.4	1	106	1	-5	0.1	-2	5	-3
NS(=O)(=O)c1ccc(CCNC(=O)CSc2ncnc3ccccc23)cc1	-2	-2.8	1.1	94	1	-3	-0.3	4	3	-8
N=c1sccn1CC(=O)NCCc1ccc(Cl)cc1Cl	-1	0.5	1.1	102	1.1	-1	0.7	7	1	-8
COC(=O)c1ccc(CSc2nc3c(c(=O)n2-c2ccc(F)cc2)SCC3)o1	-4	2.1	1	94	1.1	-10	-0.2	6	10	-4
NC(=O)C[n+]1ccc(/C=N/O)cc1	4	-0.6	1	96	1.1	3	-0.2	1	-3	-2
COC(=O)c1cccnc1NC(=S)NNC(=O)c1ccccc1	-7	0.2	1	105	1.9	3	-0.3	13	-3	1
CC12CCC(C(=O)NCCN3CCCCC3)(CC1=O)C2(C)C (stereo unspecified)	0	2.6	1.1	100	1.2	-12	-0.6	6	12	-12
COc1cc(C2NC(=O)NC(c3ccccc3)=C2C(C)=O)cc([N+](=O)[O-])c1O (stereo unspecified)	-1	-0.7	1	105	.	-11	-0.3	24	11	4
Cc1ccc(S(=O)(=O)Nc2nc3ccccc3nc2Nc2cccc(S(=O)(=O)N3CCCC3)c2)cc1	1	-0.4	1	94	0.75	19	-0.3	8	-19	-3
Fc1ccccc1COc1cccc(/C=N/n2cnnc2)c1	-8	0.9	1	98	0.86	4	-0.2	2	-4	-4
CCOC(=O)c1c(C)[nH]c(C)c1C(=O)COc1ccc(NC(=O)c2ccco2)cc1	1	-0.3	1.1	96	0.67	-13	-0.3	-15	13	-6
C/C(=N\NC(=O)c1cccc(S(=O)(=O)Nc2cccc(Cl)c2)c1)c1cccs1	-10	0.0	1.1	105	1.2	2	-0.1	1	-2	-6
COc1ccccc1NC(=O)N1CCCC1C(=O)Nc1ccc2c(c1)OCCO2 (stereo unspecified)	1	-0.5	1.1	100	1.2	-4	0.0	4	4	-5
CN1CCN(S(=O)(=O)c2ccc3ccccc3c2)CC1	-5	-1.0	1	104	0.88	-5	0.0	0	5	-4
CCOC(=O)c1ccc(NC(=S)NN2CCOCC2)cc1	-2	0.3	1	102	1.2	12	-0.2	0	-12	-3

Results in APP 5'UTR act, for some of the entries so far:
SMILES,APP 5'UTR act
COc1ccccc1NC(=O)N1CCCC1C(=O)Nc1ccc2c(c1)OCCO2 (stereo unspecified),-4
CN1CCN(S(=O)(=O)c2ccc3ccccc3c2)CC1,-5
